Bioassay records from PubChem BioAssay.
Glioma ERSR ind: qHTS for Inducers of the Endoplasmic Reticulum Stress Response (ERSR) in Human Glioma: qHTS. U87-MG GRP78 promoter luciferase reporter, 16 h. Potency, µM, without a hit: top-dose activation, hits mostly activators. 420,000 compounds, 0.02% hits. AID 602332, 2012; also: potency is read from the fitted curve at half-maximal effect; series mostly up to about 76 µM; % of control where 0% means no effect; nearly all actives have a fitted effect of over 35% in size
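Stably transfected U87-MG human glioma cells carrying a GRP78-based luminescent sensor were seeded at 1000 cells/well, pin-dosed with compounds and incubated 16 h. Luciferase reagent was then added, and end-point luminescence was read after 10 min at room temperature.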
Vif-APOBEC3F blk: qHTS for Inhibitors of Vif-A3F Interactions: qHTS. HeLa A3F-eYFP + Vif (tagged APOBEC3F with the HIV-1 protein that degrades it), YFP fluorescence increase. Potency, µM (series often up to 46.1 µM), for the others: at the top dose activity, negative = active. 390,000 compounds, 0.2% hits. AID 602313, 2012; also: potency is read from the fitted curve at half-maximal effect; % of control where 0% means no effect; nearly all actives have a fitted effect of over 65% in size
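Fluorescence increase (Ex 488/Em 500-530) after overnight compound treatment at 37 deg C flags inhibition of Vif-driven A3F-eYFP loss in stable HeLa A3F-eYFP/Vif cells seeded overnight beforehand.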
Vif-A3G inh: qHTS for Inhibitors of Vif-A3G Interactions: qHTS; DNA dC->dU-editing enzyme APOBEC-3G (Homo sapiens), Q9HC16; HeLa A3G-eYFP + Vif (tagged APOBEC3G with the HIV-1 protein that degrades it), YFP fluorescence, overnight; Potency, µM (doses to about 46.1 µM), without a hit: at the highest dose activity, negative = active, hits mostly inhibitors; 410,000 compounds, 0.076% hits; AID 602310, 2012;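 also: potency is read from the fitted curve at half-maximal effect; % is scaled to controls: 0 for no effect and ±100 for the full control effect; nearly all actives have a fitted effect of over 60% in size; hits raise eYFP signal because A3G escapes Vif-driven loss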
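Read-out is eYFP fluorescence (Ex 488/Em 500-530) from Vif-expressing HeLa A3G-eYFP cells; more signal means A3G escaped Vif-mediated degradation. Cells plated overnight, compound pinned in, incubated overnight at 37 deg C.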
D1 potentiator: Potentiators of Human D1 Dopamine Receptor: qHTS; D(1A) dopamine receptor (Homo sapiens), P21728; HEK293 TREx D1 cells, calcium flux, dopamine EC20 potentiation; potentiation, % at 10 µM; 360,000 compounds, 0.036% hits; AID 504651, 2011; in the data active = potentiation above about 30%; also: 0% is about no effect
LDHA inh: qHTS assay for inhibitors of human lactate dehydrogenase. activity change, % (values are at about 110 or 230 µM). 480,000 compounds, 0.15% hits. L-lactate dehydrogenase A chain (Homo sapiens), P00338. purified LDHA, NADH/diaphorase-resazurin fluorescence; stronger effect = lower value; in the data active = activity change below about -30%; inconclusive = mostly about -25% to -30%;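 also: plate controls were DMSO wells for no effect and wells without enzyme for full effect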
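Resorufin fluorescence (ex540/em590), read at 0 and 20 min after diaphorase/resazurin addition, reports the NADH left after a 5 min room-temperature reaction of 2 nM human LDH5 with 0.06 mM NADH and 0.2 mM pyruvate.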
D2 PAM: HTS Assay for Positive Allosteric Modulators of the Human D2 Dopamine Receptor: Primary Screen for Potentiators. potentiation, % at 10 µM. 340,000 compounds, 0.34% hits. HEK293 T-REx D2, calcium flux, EC20 dopamine potentiation;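 active = potentiation over 3 SD above the plate norm, cut at about 30% in these data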; also: 0% is about no effect
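Potentiation of an EC20 dopamine calcium response is measured in a force-coupled, tetracycline-inducible Hek293 Trex D2 line. Compound-only kinetic reads over 180 s flag agonists before dopamine addition.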
D1 antag: Antagonist of Human D 1 Dopamine Receptor: qHTS; HEK293 TREx D1 cells, calcium flux, dopamine EC80; stronger effect = lower value; activity change, negative = inhibition, % at 10 µM; 360,000 compounds, 3.2% hits; in the data active = activity change below about -30%; also: % is scaled to controls: 0 for no effect and ±100 for the full control effect
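Cells carrying a force-coupled, tetracycline-inducible human D1 receptor report calcium flux. Each well gets a 10 s baseline, compound with 180 s monitoring, then an EC80 dopamine stimulus with a second 180 s kinetic read.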
RXFP1 agonist: qHTS Assay for Agonists of the Relaxin Receptor RXFP1; Relaxin receptor 1 (Homo sapiens), Q9HBX9; 370,000 compounds, 0.3% hits; Potency, µM (titrated, usually from 57.5 µM), for inactives: at the top dose activation, actives largely listed as activators; HEK293T-RXFP1 cAMP TR-FRET, 30 min; response scale: percent of porcine relaxin response, buffer zero; also: potency is read from the fitted curve at half-maximal effect; % is scaled to controls: 0 for no effect and ±100 for the full control effect; nearly all actives have a fitted effect of over 60% in size; many of its hits are not listed in these tables
Target sequence (Q9HBX9 whole entry, looked up): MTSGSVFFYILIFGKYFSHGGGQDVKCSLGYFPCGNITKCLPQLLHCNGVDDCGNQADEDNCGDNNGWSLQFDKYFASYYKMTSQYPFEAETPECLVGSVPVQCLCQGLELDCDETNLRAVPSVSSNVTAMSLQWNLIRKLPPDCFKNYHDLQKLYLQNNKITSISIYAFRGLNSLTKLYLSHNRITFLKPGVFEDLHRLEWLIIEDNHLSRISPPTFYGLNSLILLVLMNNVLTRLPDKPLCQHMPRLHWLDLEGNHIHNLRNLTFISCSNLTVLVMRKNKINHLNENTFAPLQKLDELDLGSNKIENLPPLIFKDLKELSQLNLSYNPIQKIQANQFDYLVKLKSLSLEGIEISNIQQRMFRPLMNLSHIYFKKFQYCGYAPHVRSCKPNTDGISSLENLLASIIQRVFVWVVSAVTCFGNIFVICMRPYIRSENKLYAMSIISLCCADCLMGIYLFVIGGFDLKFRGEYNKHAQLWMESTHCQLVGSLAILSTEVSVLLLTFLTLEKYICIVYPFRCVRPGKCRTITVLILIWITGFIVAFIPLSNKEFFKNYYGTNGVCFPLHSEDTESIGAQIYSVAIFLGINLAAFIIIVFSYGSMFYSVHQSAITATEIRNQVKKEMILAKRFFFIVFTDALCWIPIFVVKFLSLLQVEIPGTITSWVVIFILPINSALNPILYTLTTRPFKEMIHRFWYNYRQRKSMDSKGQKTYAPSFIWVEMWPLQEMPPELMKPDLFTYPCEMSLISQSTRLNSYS
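HEK293T cells stably expressing RXFP1 were pretreated with the PDE4 inhibitor Ro 20174, exposed to compounds for 30 min at 37C, lysed, and cAMP was read by TR-FRET. Data normalized to buffer (basal) and 29 nM porcine relaxin (100%).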
D1 ag: Allosteric Agonists of the Human D1 Dopamine Receptor: qHTS. D(1A) dopamine receptor (Homo sapiens), P21728. HEK293 T-REx D1 cells, calcium flux, agonist mode. activation, % at 2 µM. 360,000 compounds, 1% hits. AID 504660, 2011; in the data active = activation above about 30%; also: 0% is about no effect
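Tetracycline-induced HEK293 TREx D1 cells, force-coupled to calcium signalling, were dye-loaded with a no-wash calcium kit. Compound was pin-added after a 10 s baseline. Fluorescence was read kinetically at 1 cycle/s for 180 s, with calcium rises flagged as agonism.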
* = called active by the depositor; u = inconclusive; x = not tested or not shown; & = joins results of further samples. Unless noted, calls follow the shape of the dose curve; as a rule, active = well fitted curve in the direction sought with a large enough effect; inconclusive = small, poorly fitted or top-dose-only effect, or another doubt; inactive = no such curve, though single readings can be large; an effect the other way counts as inactive or inconclusive. These rows are one share of the data, so the mix of outcomes need not match the whole.

SMILES | Glioma ERSR ind | Vif-APOBEC3F blk | Vif-A3G inh | D1 potentiator | LDHA inh | D2 PAM | D1 antag | RXFP1 agonist | D1 ag
CSCCC(NC(=O)c1ccco1)C(=O)OCc1cc([N+](=O)[O-])cc2c1OCOC2 (stereo not given) | -2% | -8% | 0% | -4 | -3 | -4 | -12 | 0.8% | 2
CCOC(=O)c1c(C)[nH]c(C)c1C(=O)COC(=O)c1ccccc1O | -5% | 1% | 2% | -3 | -3 | -6 | 7 | 0.5% | 0
Cc1cc(C)n2ncc(/C(N)=N/OC(=O)Nc3ccccc3)c2n1 | 1% | 13% | 0% | -1 | 2 | -1 | 2 | 2.8% | 3
Cc1nc(Nc2ccc(Cl)cc2Cl)sc1C(=O)Nc1ccccc1 | 2% | 2% | 0% | 4 | -3 | 4 | -1 | -0.3% | 0
CCCc1[nH]nc2c1C(C1CCCCC1)C(C#N)=C(N)O2 (stereo not given) | 35µM* | -30% | -14% | -11 | -6 | -5 | 2 | 0.4% | 0
CCCCC1=NN(C(=O)c2cccnc2)C(O)(C(F)(F)F)C1 (stereo not given) | 0% | 13% | 0% | -3 | -4 | -1 | -1 | 0.5% | 0
O=C(C1=C[C@@H](c2ccc(C(F)(F)F)cc2)C[C@@H](OCCCCO)O1)N1CCCCCCC1 | -4% | -1% | -1% | x | 3 | x | x | x | x
COc1cccc(-n2cc(C(=O)Nc3cc(C)c(Cl)cc3OC)c3ccccc3c2=O)c1 | -1% | 1% | 4% | -2 | -13 | 6 | -6 | 0.4% | 0
O=C(O)c1ccnc2c(O)cccc12 | x | x | x | 2 | x | x | 20 | 0.3% | 3
CCc1ccc(NC(=O)C2CCN(c3nnc(-n4c(C)ccc4C)s3)CC2)cc1 | x | x | x | -3 | -10 | 12 | -6 | 10% | -1
CCOc1ccc(CN(C)C(C)C(=O)Nc2ccc([N+](=O)[O-])cc2Cl)cc1OC (stereo not given) | -4% | 1% | -7% | -8 | 4 | 9 | 3 | 0.2% | 1
CCOC(=O)c1[nH]c2ccc(F)cc2c1NC(=O)c1ccccc1C(=O)O | 0% | 5% | -1% | 10 | -3 | 7 | -1 | -1.7% | 1
Cc1ccc(C(=O)NCCCNC(=O)COc2ccccc2Cl)cn1 | -1% | 2% | -1% | -6 | -3 | 2 | -4 | 0.3% | 4
CCOC(=O)C(=O)Nc1cc(C(=O)OC)cc(C(=O)OC)c1 | -4% | 2% | 0% | -2 | -3 | -4 | 5 | 4.8% | 1
Cc1nn(-c2ccccc2)c2sc(C(=O)NCCN3CCOCC3)cc12 | -4% | -7% | 1% | -4 | -2 | -17 | 4 | -1.6% | 3
COc1ccccc1N1CCN(Cc2cc(=O)c(OCC#N)co2)CC1 | -3% | -6% | 1% | 1 | -1 | 3 | 11 | -3.3% | 3
O=C(CSCc1ccccc1)N1CCN(Cc2ccc3c(c2)OCO3)CC1 | 0% | x | 5% | 2 | -2 | -14 | 1 | -0.3% | -1
COC(=O)Nc1ccc(Cc2ccncc2)cc1 | -3% | -10% | 0% | -4 | -6 | -10 | 13 | 0.7% | 5
COc1ccc(CCNC(=O)CCCn2c(=O)c3ccccc3n(CC(=O)Nc3cccc(C)c3)c2=O)cc1OC | -5% | -4% | -2% | 0 | -17 | 1 | -7 | 5.3% | 2
C[C@H](NC(=O)c1cccc([N+](=O)[O-])c1)C(=O)OCC(=O)c1ccccc1Br | 0% | -13% | 0% | x | -7 | x | x | x | x
COc1ccc(NC2CCCN(C(=O)c3cc(CC(C)C)nc(N)n3)C2)cc1 (stereo not given) | 2% | -2% | 1% | 4 | 4 | -7 | 1 | 0.3% | 2
CCOc1ccc(NS(=O)(=O)c2ccc(OCC)c3ncccc23)cc1 | -7% | -11% | u | 0 | -4 | 13 | -5 | -0.8% | 7
C=CCc1ccc(OCCOc2ccc(/C=N/n3cnnc3)cc2OCC)c(OC)c1 | -7% | -1% | -2% | -4 | -2 | 2 | -15 | 0.5% | -1
COc1ccc(N2CC(C(=O)N[C@H](C(=O)NC3CCCCC3)C(C)C)CC2=O)cc1 (stereo not given in full) | 1% | -8% | 1% | 5 | -2 | -6 | -2 | 1.9% | 1
Cc1ccn2c(Cc3ccccc3)c(-c3ccc(F)cc3)nc2c1 | 2% | -18% | -8% | x | 4 | x | x | x | x
CCOC(=O)C1CCN(c2ccc([N+](=O)[O-])cc2S(=O)(=O)N2CCOCC2)CC1 | -4% | 2% | 3% | -7 | -2 | x | 23 | 0.4% | 0
O=C1CCc2cc(S(=O)(=O)NCCc3ccc(Cl)cc3)cc3c2N1CC3 | -4% | -14% | 1% | 7 | 1 | -1 | -18 | 0.7% | 7
O=S(=O)(Cc1ccccc1)N1CCN(Cc2ccc(F)cc2Cl)CC1 | -4% | -4% | 3% | 0 | -4 | 6 | -8 | -0.2% | 5
COc1ccc(F)cc1C(=O)C1CCCN(C(=O)Cc2c(C)noc2C)C1 (stereo not given) | -4% | 6% | 4% | -4 | -6 | 4 | -4 | -1.6% | 3
O=C(C[n+]1ccccc1)c1ccc(Cl)cc1 | -3% | 0% | 2% | 5 | -1 | -9 | 2 | 3.1% | 2
Fc1ccc(-n2c(-c3ccco3)n[nH]c2=S)cc1 | -5% | -5% | 2% | -7 | 1 | 1 | -1 | 21% | 1
O=C(CN1C(=O)NC2(CCCC2)C1=O)Nc1ccccc1-c1ccccc1 | 3% | -12% | -7% | -6 | -3 | 13 | -4 | -0.6% | 1
NS(=O)(=O)c1ccc(CCNCc2ccccc2OCc2ccc(F)cc2)cc1 | -3% | -4% | -1% | -17 | -12 | -10 | -40* | -1.0% | 41*
O=C(Nc1ccc(NC(=O)c2cccs2)cn1)c1ccco1 | -14% | 0% | 3% | -8 | -2 | x | 3 | 1.4% | 5
COc1ccc(-c2nn(C)c(=O)c3ccccc23)cc1CNC(=O)NC1CCCCC1 | x | x | x | -6 | x | 6 | x | 3.2% | 1
O=C(CSCC(=O)N1CCOCC1)Nc1nc(-c2ccccc2)cs1 | 7% | -3% | 1% | -3 | -6 | 5 | -15 | 2.5% | 5
NC(=O)c1ccccc1[N+](=O)[O-] | -4% | 2% | 1% | -1 | -3 | 11 | x | 0.4% | 0
O=C(O)c1ccc(-n2nnnc2SCc2cccc(Br)c2)cc1 | -1% | 6% | 3% | -1 | -4 | -3 | -19 | 1.1% | 3
COC(=O)C1=C(C)N(CCc2ccccc2)C(=O)C1 | -4% | -4% | -1% | 4 | -3 | -6 | -4 | 2.5% | 1
COc1ccc(CC(=O)Nc2cc3oc4ccccc4c3cc2OC)cc1 | 3% | -1% | -8% | 0 | -4 | -2 | -1 | -5.2% | 5
COc1ccc(S(=O)(=O)N(CCc2ccccc2)CC(=O)O)cc1Cl | -1% | -10% | -1% | -6 | -4 | 6 | 22 | 1.0% | -1
Cc1cc(CNC(=O)Nc2ccc3c(c2)OCO3)nn1C | 2% | -8% | -4% | -5 | 6 | x | 10 | 0.7% | 2
COc1ccccc1NC(=O)/C(=C\c1cccnc1)NC(=O)c1ccccc1 | -3% | -3% | -2% | -5 | -8 | 1 | 9 | -5.2% | -1
C=CCNC(=O)C1CC2Cn3c(nc4cc5ccccc5cc43)C2N1C (stereo not given) | 1% | -7% | 2% | -5 | 2 | 16 | 10 | 0.4% | 9
CC(OC(=O)CCCC(=O)Nc1ccccc1)C(=O)c1ccccc1 (stereo not given) | -3% | -4% | -1% | -7 | -3 | -8 | -2 | 0.1% | 3
CCOC(=O)c1c(NC(=O)COc2ccc(Cl)cc2C)sc(C(C)=O)c1C | -4% | 3% | -8% | 0 | -6 | -3 | 10 | 2.2% | 3
Cc1cc(C)n(-c2nc(O)cc(=O)[nH]2)n1 | -4% | -2% | 0% | 6 | 8 | x | 11 | -0.5% | 0
COc1ccc(OC)c(CNc2nc3ccc(C)cc3n3nnnc23)c1 | -4% | u | -7% | 0 | 2 | -8 | 1 | -0.5% | 7
CCCC(=O)Nc1ccc(S(=O)(=O)N2CCOCC2)cc1 | -4% | -3% | 0% | 8 | -8 | 4 | -8 | 0.2% | 2
CC(N)C12CC3CC(CC(C3)C1)C2 (stereo not given) | -3%&-3%&-3%&-3% | 8%&-14% | -1%&0% | 2&-1 | 3&-5 | -5&2 | 12&13 | 3.8%&2.6% | 5&9
COc1ccc(C(=O)OCCOc2ccccc2C(C)=O)c(O)c1 | 2% | 9% | 1% | -3 | -3 | 4 | -16 | -0.1% | 3
Cc1cccc(OCCCSc2nc3ccc(C)cc3[nH]2)c1 | 4% | -4% | -6% | 0 | 0 | x | -16 | 0.6% | 3
CN1CCN(S(=O)(=O)c2cccc(C(=O)Nc3ccc(Br)cc3Br)c2)CC1 | -6% | 6% | 2% | x | -6 | x | x | x | x
CC1CCCCN1CCCNC(=O)c1ccc2c(=O)n(CCc3ccccc3)c(=O)[nH]c2c1 (stereo not given) | -2% | 0% | 0% | -4 | -1 | -2 | -28 | 0.9% | 2
O=C(CSc1nnc2c(Cl)cc(C(F)(F)F)cn12)Nc1ccc2c(c1)OCO2 | -5% | -3% | -10% | 1 | 0 | -3 | -4 | -1.5% | 8
CCC(C)(C)NC(=O)c1ccc(Br)o1 | -7% | -10% | -4% | -2 | -7 | 7 | -16 | 2.0% | 2
